CRFBP-R2 block: blocks CRF-induced signaling of the CRF-BP/CRF-R2 complex | inhibition, % at 11.8 µM | hit rate 0.59% among 350,000 | AID 588475 | HEK293 CRF-R2/CRF-BP, CRF-induced calcium fluorescence;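 active = inhibition of the ligand-induced calcium signal above about 50% at the single tested concentration, limit read from the data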
MEKK2 WT-MEK5: raises or lowers MEK5 binding to wildtype human MEKK2 PB1 domain; Q9Y2U5; bead flow cytometry, Alexa488-MEK5 binding to MEKK2 WT; actives lie on both sides; binding response (% of control), % at 10 µM; hit rate 1.1% among 290,000; in the data active = binding response below about 67% or above about 130%
CRFBP-R2 agonist: CRF-BP/CRF-R2 complex agonism. HEK293 CRF-R2/CRF-BP, calcium dye fluorescence (FLIPR); percent of saturating CRF peptide response. activation, % at 13.2 µM. hit rate 0.46% among 350,000. AID 588473;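 active = activation of at least 50%, plus an integration ratio under a set limit after plate pattern correction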;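 note: plate controls were neutral control wells without compound for no effect and CRF at EC100 for full effect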
GalR3 antag: human GalR3 antagonism. O60755. HEK293 GalR3-CNG cAMP membrane potential fluorescence; galR3 body fused to GalR1 C-terminus. inhibition, % at 3 µM. hit rate 0.44% among 360,000. AID 651719;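 active = inhibition above the screen-wide average plus 3 SD, cut at about 13% in these data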;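 note: forskolin and galanin both at EC90 stimulate the cells; cAMP rise reported by CNG channel membrane potential dye signal; 0% = forskolin plus galanin with DMSO and 100% = forskolin alone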
Target sequence (O60755 1-299 limits assumed): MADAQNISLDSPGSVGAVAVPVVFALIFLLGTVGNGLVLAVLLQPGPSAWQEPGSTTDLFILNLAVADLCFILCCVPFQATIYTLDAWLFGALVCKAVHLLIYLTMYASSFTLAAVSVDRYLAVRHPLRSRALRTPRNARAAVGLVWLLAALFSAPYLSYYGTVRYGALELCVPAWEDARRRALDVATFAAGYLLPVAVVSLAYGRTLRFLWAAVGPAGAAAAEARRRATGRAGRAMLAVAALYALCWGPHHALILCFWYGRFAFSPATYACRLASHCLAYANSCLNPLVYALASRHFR
FID counter: counter-screen for HCV NS3 helicase inhibitors: DNA intercalator displacement | hit rate 0.17% among 290,000 | DNA fluorescent intercalator displacement, fluorescence | AID 1845 | inhibition, % at 7.9 µM; in the data active = inhibition above about 37%;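 note: 0% = vehicle and 100% = reference compound; higher means more ethidium bromide displaced from hairpin DNA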
SUMO HTRF inh: blocks human SUMOylation mediated by UBC9 | P63279 | HTRF SUMOylation assay, SAE1/SAE2 + UBC9, in vitro | inhibition, % at 35 µM | hit rate 0.36% among 290,000; in the data active = inhibition above about 50%, passing the limit was not always enough; note: strong numbers were not always called active
Target sequence (P63279 whole entry, looked up): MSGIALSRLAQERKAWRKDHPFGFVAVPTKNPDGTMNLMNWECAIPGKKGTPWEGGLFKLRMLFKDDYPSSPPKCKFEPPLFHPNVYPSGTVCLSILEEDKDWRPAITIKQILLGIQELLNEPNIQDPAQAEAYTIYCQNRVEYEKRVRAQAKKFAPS
NS3 helicase inh: blocks Hepatitis C virus NS3 helicase unwinding | NS3 helicase DNA unwinding, Cy5 molecular beacon fluorescence | inhibition, % at 10.9 µM | hit rate 0.56% among 290,000 | AID 1800;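 active = inhibition above the mean of all tested compounds plus 3 SD, set per campaign, cut at about 35% in these data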;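 note: 0% = DMSO wells and 100% = thioflavine S control wells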
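Control set: DMSO versus 110 µM thioflavine S; Material: NS3 helicase fragment of HCV; Measured by: Cy5 fluorescence at 0 and 60 min, beacon hairpin quenching; Read-out basis: percent inhibition from t60/t0 fluorescence ratio; Times: reaction time 60 min, 25 °C; Repeats: single replicate; Compound dosing: single dose, 10.9 µM nominal final, DMSO 0.8% final.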
MEKK2mut PB1 HTS: signal of MEK5 binding to mutant human MEKK2 PB1 domain; bead flow cytometry, Alexa488-MEK5 binding to MEKK2 mutant; percent response, % at 10 µM; hit rate 0.35% among 290,000; in the data active = percent response above about 24%, passing the limit was not always enough; note: inactives centre near 1; some results filed as inactive read as strong as hits
MEKK3 PB1 HTS: MEKK3-MEK5 PB1 interaction, increase or decrease | binding response (% of control), % at 10 µM | bead-based flow cytometry, Alexa488-MEK5 binding to MEKK3; actives lie on both sides; 0 = blocked by unlabeled MEK5, 100 = vehicle | hit rate 1.4% among 290,000 | Q99759 | AID 1529;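 active = binding response more than 3 SD above or below the average of its plate-row segment, actives on both sides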;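 note: Alexa488 bead fluorescence after subtracting the streptavidin-only scavenger bead signal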
* marks the source's active call; other numbers are inactive results; · = not tested or not shown.

SMILES	CRFBP-R2 block	MEKK2 WT-MEK5	CRFBP-R2 agonist	GalR3 antag	FID counter	SUMO HTRF inh	NS3 helicase inh	MEKK2mut PB1 HTS	MEKK3 PB1 HTS
CCC(C)c1ccc(S(=O)(=O)N2CCN(S(=O)(=O)c3ccc(NC(C)=O)cc3)CC2)cc1 (centres undefined)	9	93	-1.1	-4	-17	12	-17	0	95
COc1ccc(-c2nn(C)c(=O)c3ccccc23)cc1NC(=O)Cn1nc(-c2ccccc2)c2ccccc2c1=O	9	104	-1.4	1	-7	5	-6	-3	109
CCN(c1ccccc1)S(=O)(=O)c1ccc(Cl)c(NC(=O)CN2C(=O)NC3(CCCC3)C2=O)c1	-7	101	-0.9	-2	-31	-23	0	-1	100
COc1cc2[nH]c(=S)nc(NCc3ccccn3)c2cc1OC	-11	99	21	-3	-2	14	-9	-3	100
Cc1ccn2c(c1)nc(=O)c1cc(S(=O)(=O)N3CCC(C)CC3)ccc12	2	96	0.8	-1	-23	16	-2	-2	95
Cc1ccnc(NS(=O)(=O)c2ccc(NC(=O)COc3ccccc3)cc2)n1	-4	113	0.5	3	-9	13	-1	1	124
CCCCNC(=S)NCC(c1ccccc1)c1c[nH]c2ccccc12 (centres undefined)	-24	106	1.8	-15	-8	-10	-17	13	103
O=C(NC1CCN(C(=O)Nc2cccc(F)c2)CC1)C1CCCCC1	-4	104	-1.3	-4	-3	-15	-2	4	112

SMILES	CRFBP-R2 block	MEKK2 WT-MEK5	CRFBP-R2 agonist	GalR3 antag	FID counter	SUMO HTRF inh	NS3 helicase inh	MEKK2mut PB1 HTS	MEKK3 PB1 HTS
CCCCn1nnnc1NCc1cccs1	10	91	-3.5	0	1	0	-2	-11	87
C=CCn1c(SCC(=O)c2ccc(Cl)cc2)nnc1-c1ccc2c(c1)OCO2	-3	97	-0.3	-3	-17	13	-17	0	93
CCCCn1c(=N)n(CC(O)c2ccccc2)c2ccccc21 (centres undefined)	2	97	-0.1	-8	25	4	6	-11	91
Nc1ccccc1Sc1c[nH]c2ccccc12	45	95	-0.4	-8	1	-12	-1	-1	97
NC(CCCCCP(=O)(c1ccccc1)c1ccccc1)C(=O)O (centres undefined)	-6	104	0.2	·	0	11	-10	6	107
O=C(NN=C1CCCC1)c1cccc(O)c1	-2	97	-1.0	-3	-9	4	4	-4	97
COc1ccc(OC)c(S(=O)(=O)N2CCNCC2)c1	2	87	-2.7	-5	-3	18	8	-19	91
COc1cccc(C(=O)CC(=O)C(=O)Nc2cc(OC)c(OC)c(OC)c2)c1	·	102	·	·	-20	-3	5	2	98

Three structures from above, sorted by heavy-atom count, descending:
SMILES	CRFBP-R2 block	MEKK2 WT-MEK5	CRFBP-R2 agonist	GalR3 antag	FID counter	SUMO HTRF inh	NS3 helicase inh	MEKK2mut PB1 HTS	MEKK3 PB1 HTS
COc1cccc(C(=O)CC(=O)C(=O)Nc2cc(OC)c(OC)c(OC)c2)c1	·	102	·	·	-20	-3	5	2	98
NC(CCCCCP(=O)(c1ccccc1)c1ccccc1)C(=O)O (centres undefined)	-6	104	0.2	·	0	11	-10	6	107
O=C(NN=C1CCCC1)c1cccc(O)c1	-2	97	-1.0	-3	-9	4	4	-4	97

(listing goes on)
SMILES	CRFBP-R2 block	MEKK2 WT-MEK5	CRFBP-R2 agonist	GalR3 antag	FID counter	SUMO HTRF inh	NS3 helicase inh	MEKK2mut PB1 HTS	MEKK3 PB1 HTS
O=C(/C=C/c1ccco1)NC(=S)Nc1ccccc1O	26	101	0.6	-6	-3	2	20	2	104
O=C1CC(C(=O)O)S/C(=N\N=C\c2ccc(Br)cc2)N1 (centres undefined)	3	101	0.5	1	-9	10	3	-10	98
COc1cccc(-c2nc3ccccc3c(=O)n2NC(=O)c2cccnc2Cl)c1	2	90	0.0	-5	-2	4	-8	-2	91
O=C(Nc1ccccc1Cl)c1ccc2nsnc2c1	-17	86	-0.3	-4	11	8	5	-1	88
Clc1ccccc1/C=N/c1cc(-c2ccccc2)nn1-c1ccccc1	-28	93	1.5	-2	-7	-26	-4	-2	96
Fc1ccc(CO/N=C2\CCCc3nonc32)cc1	-2	102	-1.7	-3	-2	16	-7	8	106
CCCS(=O)(=O)N1CCN(Cc2ccco2)CC1	2	97	0.2	5	3	10	-7	-3	99
COc1ccc(-c2nnc(SCc3ccccc3F)o2)cc1	3	101	0.0	3	-10	-4	-4	-3	97

SMILES	CRFBP-R2 block	MEKK2 WT-MEK5	CRFBP-R2 agonist	GalR3 antag	FID counter	SUMO HTRF inh	NS3 helicase inh	MEKK2mut PB1 HTS	MEKK3 PB1 HTS
CC(C)c1ccc(NC(=O)CN2CCN(C(=O)C3CCCO3)CC2)cc1 (centres undefined)	-19	106	0.3	-4	-27	5	-3	8	102
CCCC(=O)NC(c1ccc(OC)c(OC)c1)c1c(O)ccc2ccccc12 (centres undefined)	-12	105	-0.9	-5	-20	-15	-4	4	106
CC(Oc1ccccc1F)C(=O)NNC(=O)c1cc2ccccc2o1 (centres undefined)	1	100	-0.4	-6	-4	-9	-1	6	97
O=C(N/N=C/c1cn(-c2ccccc2)nc1-c1cccnc1)c1ccccc1	-7	91	0.2	-5	-17	16	-13	-8	100
C[C@H](NC(=O)c1ccccc1)C(=O)Nc1nc(-c2ccccn2)cs1	-7	96	-0.8	0	-17	3	4	-2	107
O=C(c1ccccc1Oc1ccc(C(F)(F)F)cc1[N+](=O)[O-])N1CCOCC1	-4	106	0.9	-2	-12	25	2	2	99
CC(=O)c1ccc(NC(=O)CCCN2C(=O)/C(=C/C(C)=C/c3ccccc3)SC2=S)cc1	-14	94	1.3	-1	-6	21	0	0	101
CCN(CC)CCOC(=O)c1ccc(NC(=O)COc2cc(=O)n(CC)c3ccccc23)cc1	1	104	0.6	-3	-8	-9	-8	4	100

SMILES	CRFBP-R2 block	MEKK2 WT-MEK5	CRFBP-R2 agonist	GalR3 antag	FID counter	SUMO HTRF inh	NS3 helicase inh	MEKK2mut PB1 HTS	MEKK3 PB1 HTS
Cc1nnsc1C(=O)N/N=C/c1c(F)cccc1Cl	-6	94	-0.5	0	3	1	-2	0	81
O=C1C(Cl)=C(NS(=O)(=O)c2ccc([N+](=O)[O-])cc2)C(=O)c2ccccc21	-2	97	0.3	0	-9	22	12	6	101
COc1cc(C(=O)Nc2cccc(-c3nc4cc(C)ccc4o3)c2)cc(OC)c1OC	-25	95	2.5	2	5	-1	13	-2	94
COc1ccc(-c2cc(C(=O)NCC3CCCO3)on2)cc1OC (centres undefined)	-2	103	-0.6	6	-16	5	-1	2	99
CC1=C(C)CC(C(=O)NNC(=O)c2cccc(Cl)c2)C(C(=O)O)C1 (centres undefined)	9	97	-1.1	-3	-8	-4	-5	-3	95
Cc1ccccc1-n1c(SCC(=O)N2CCCC2)nnc1-c1ccccn1	11	101	0.9	-3	-16	20	4	0	100
CC1(C)CC(=O)C/C(=N/NC(=O)COc2ccc(Cl)cc2Cl)C1	2	100	-1.3	-4	-6	15	-8	-4	98
Cc1cc(SCC(=O)Nc2c(C)n(C)n(-c3ccccc3)c2=O)nc2ccccc12	30	111	-9.6	1	-27	19	10	8	106

SMILES	CRFBP-R2 block	MEKK2 WT-MEK5	CRFBP-R2 agonist	GalR3 antag	FID counter	SUMO HTRF inh	NS3 helicase inh	MEKK2mut PB1 HTS	MEKK3 PB1 HTS
O=C(O)CCc1ccc(S(=O)(=O)Nc2ccccc2C(=O)NCCc2ccccc2)cc1	8	101	-1.2	-7	-34	1	10	-1	101
CCCn1c(SCC(=O)N2CCc3ccccc3C2)nc2c1c(=O)n(C)c(=O)n2C	-7	95	-2.1	-1	-26	9	2	-7	100
CC(CC#CCN1CCOCC1)OCCC#N (centres undefined)	3	100	1.1	-1	0	11	2	0	93
COc1ccc(Nc2nc(-c3cccs3)nc3ccccc23)c(OC)c1	-30	110	0.0	0	5	20	-17	-1	103
CSc1ccccc1NC(=O)CN1c2ccccc2CC1C (centres undefined)	2	100	-0.1	0	-24	5	3	1	113
O=C(COc1ccccc1)Nc1ccc(C(=O)N2CCCC2)cc1	3	103	0.5	-1	-11	-12	-1	4	99
CCCCCCSc1nsc(NC(=O)CCC)n1	3	94	1.0	-2	-1	-4	0	-6	101
CCN1CCN(c2ccc(NC(=O)c3ccc(F)cc3)cc2Cl)CC1	-12	105	2.9	-5	20	15	-3	-1	99

SMILES	CRFBP-R2 block	MEKK2 WT-MEK5	CRFBP-R2 agonist	GalR3 antag	FID counter	SUMO HTRF inh	NS3 helicase inh	MEKK2mut PB1 HTS	MEKK3 PB1 HTS
CCCNC(=S)N1CCC(C(=O)c2ccc(Cl)cc2)CC1	-10	109	-1.9	2	-11	4	-6	3	109
O=C(Nc1ccc(N2CCN(C(=O)c3cccs3)CC2)c(Cl)c1)c1ccco1	-7	96	-1.0	4	-25	-2	-6	3	101
CC(C)(CNc1ccc([N+](=O)[O-])cc1C#N)N1CCOCC1	6	103	0.2	-2	3	11	0	-2	98
Cc1ccc(NC(=O)c2[nH]cnc2C(=O)NN)cc1	13	92	-0.9	0	-6	-23	-8	-4	99
COCCn1c(SCC(=O)N2CCCCC2)nc2cccnc21	6	·	-0.3	-3	-3	16	0	·	·
O=C(Nc1ccccc1C(=O)N1CCN(Cc2ccccc2)CC1)c1ccccn1	-4	106	-2.4	-1	-16	-20	9	3	106
CN(/N=C/c1ccc(O)cc1O)c1ncc(C(F)(F)F)cc1Cl	-5	85	-0.7	-3	-3	0	3	-17	87
CC1CCC(NC(=O)C2CCC(CNc3c(N4CCCCC4)c(=O)c3=O)CC2)CC1 (centres undefined)	0	104	-1.6	5	-30	8	-1	-6	101

SMILES	CRFBP-R2 block	MEKK2 WT-MEK5	CRFBP-R2 agonist	GalR3 antag	FID counter	SUMO HTRF inh	NS3 helicase inh	MEKK2mut PB1 HTS	MEKK3 PB1 HTS
CCCCOc1ccc(CN(C)c2ncnc(N)n2)cc1	-7	106	-0.6	-6	-13	5	-12	9	106
COc1ccc(-c2nnc(Nc3ccc(OC)c(C(=O)N4CCCCC4)c3)c3ccccc23)cc1	-35	98	-0.8	3	-15	-8	-4	-7	96
O=C(Cc1cccc(C(F)(F)F)c1)NCc1ccc(Cl)cc1	11	95	-1.2	-11	-8	-13	1	2	106
CC(C)(O)C#Cc1ccc(C(=O)Nc2ccc3c(c2)OCO3)s1	-4	92	-1.6	-8	-13	10	-5	-10	98
CCN(CC)C(c1ccc(F)cc1)c1nnnn1C1CCCCC1 (centres undefined)	18	96	0.9	-4	-4	1	-6	-4	97
Cc1cc(C)c(-n2c(SCC(=O)N3CCOCC3)n[nH]c2=O)c(C)c1	-2	99	4.1	-8	-14	-12	5	-3	99
O=C(C(c1ccccc1)c1ccccc1)N1CCN(CCN2C(=O)c3cccc4cccc(c34)C2=O)CC1	52*	97	-1.6	-3	-29	-3	-37	-1	102

Compound activity from PubChem.

Only part of the results is shown (hit frequency here may not be typical).
